# Chronic BCR inh: qHTS Assay to Find Inhibitors of Chronic Active B-Cell Receptor Signaling; ABC-DLBCL IkBa-CBG/CBR reporter, luminescence ratio, 4 h; actives 0.05% (n = 340,000); Potency, µM (titrated, usually from 46.1 µM), for inactives: top-dose ratio change, negative = lower green/red ratio, actives largely listed as inhibitors; active = well fitted inhibition curve with a large enough effect in the signal ratio, with a control signal flat, not every such curve was filed as active; inconclusive = small, poorly fitted or top-dose-only effect, or effect the other way, or a change in a side signal; the % refers to the signal ratio;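 also: potency is read from the fitted curve at half-maximal effect; plate controls were basal doxycycline-induced cells for no effect and cells given 10 µM MG132 for full effect; MG132 reads +100%, hits lower the ratio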
#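 TMD8 ABC-DLBCL cells carrying doxycycline-inducible green luciferase fused to IkappaBalpha plus unfused red luciferase were exposed to compounds (up to 46 uM) for 4 hrs at 37C. Activity came from the overlap-corrected green/red luminescence ratio.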
# USP2a inh: qHTS Assay for Inhibitors of Ubiquitin-specific Protease USP2a Using CHOP2 as the Reporter | actives 0.01% (n = 330,000) | AID 463254, 2010 | USP2 core, Ub-CHOP2 coupled fluorogenic reporter, 485/531 | Potency, µM (doses to about 38.3 µM), without a hit: at the top dose activity change, negative = inhibition, actives largely listed as inhibitors | Ubiquitin carboxyl-terminal hydrolase 2 (Homo sapiens), O75604;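 also: potency is read from the fitted curve at half-maximal effect; plate controls were DMSO wells for no effect and full inhibition by NEM control for full effect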
# Target sequence (O75604 whole entry, looked up): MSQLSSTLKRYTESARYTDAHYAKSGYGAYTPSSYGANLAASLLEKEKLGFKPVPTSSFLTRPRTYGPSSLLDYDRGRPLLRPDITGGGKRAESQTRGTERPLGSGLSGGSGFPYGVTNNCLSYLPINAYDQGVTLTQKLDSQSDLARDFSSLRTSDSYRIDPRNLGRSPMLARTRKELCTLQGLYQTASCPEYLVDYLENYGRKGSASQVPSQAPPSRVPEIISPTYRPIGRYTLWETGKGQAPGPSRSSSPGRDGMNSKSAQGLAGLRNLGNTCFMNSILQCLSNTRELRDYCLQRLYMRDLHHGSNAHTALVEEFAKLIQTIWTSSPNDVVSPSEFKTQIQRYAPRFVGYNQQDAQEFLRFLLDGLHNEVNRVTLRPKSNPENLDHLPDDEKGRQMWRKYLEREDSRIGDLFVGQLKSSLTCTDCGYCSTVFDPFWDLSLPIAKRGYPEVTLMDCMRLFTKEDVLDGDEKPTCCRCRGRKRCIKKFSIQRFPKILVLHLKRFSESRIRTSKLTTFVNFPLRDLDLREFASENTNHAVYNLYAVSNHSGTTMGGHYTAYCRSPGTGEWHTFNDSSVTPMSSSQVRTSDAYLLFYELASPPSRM
#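 Cell-free coupled assay: 10nM USP2 core preincubated 30min RT with compound in Tris-HCl pH 8.0/CaCl2/CHAPS buffer, then 25nM Ub-CHOP2 and 25nM reporter substrate; fluorescence (Ex 485/Em 531) read after 60min RT, normalized to NEM inhibition, concentration-response curves fitted.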
# uPA surface inh: qHTS for Inhibitors of Cell Surface uPA Generation | Potency, µM (doses to about 38.3 µM), without a hit: at the top dose activity change, negative = inhibition, usual class: inhibitors | AID 540303, 2011 | actives 0.31% (n = 330,000) | cell surface uPA generation assay, qHTS; active = well fitted inhibition curve with a large enough effect; inconclusive = small, poorly fitted or top-dose-only effect; inactive = no such curve, though single readings can be large or run the other way; tested in mouse RAW 264.7 cells; also: potency is read from the fitted curve at half-maximal effect; % is scaled to controls: 0 for no effect and ±100 for the full control effect; nearly all actives have a fitted effect of over 55% in size
# Tb PFK block: qHTS Assay to Find Inhibitors of T. brucei phosphofructokinase; ATP-dependent 6-phosphofructokinase (Trypanosoma brucei brucei), O15648; T. brucei PFK, ADP-Glo luminescence; Potency, µM (series often up to 57.5 µM), for inactives: at the highest dose activity, negative = inhibition, usual class: inhibitors; actives 0.17% (n = 330,000);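 also: potency is read from the fitted curve at half-maximal effect; 0% = uninhibited 1x PFK enzyme wells and -100% = no-enzyme wells; nearly all actives have a fitted effect of over 60% in size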
#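 PFK 1.25 nM, F6P 0.5 mM, ATP 0.1 mM, 0.1 M TEA pH 8.0, 5 mM MgCl2, 0.01% Tween20, 0.1% BSA; 45 min RT. ADP-Glo readout. qHTS titration up to 57 uM; curves fitted, compounds curve-classed.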
# Eya2 inh: qHTS Assay for Inhibitors of the Phosphatase Activity of Eya2; recombinant Eya2, OMFP fluorescence dephosphorylation (OMFP is methylfluorescein phosphate); Potency, µM (highest dose often 76.9 µM), for the others: at the highest dose activity, negative = inhibition, usual class: inhibitors; Protein phosphatase EYA2 (Homo sapiens), O00167; actives 0.006% (n = 330,000); also: potency is read from the fitted curve at half-maximal effect; % is scaled to controls: 0 for no effect and ±100 for the full control effect
#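 Eya2 (0.2 uM) preincubated 10 min at ambient with compound, then OMFP substrate added at 50 uM; 10 min reaction in 50 mM HEPES pH 7.5, 50 mM NaCl, 5 uM MgCl2, 0.05% BSA, 1 mM DTT. Fluorescence read at Ex 485/Em 525 nm.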
# TSHR antag: Antagonists of the Thyroid Stimulating Hormone Receptor: HTS campaign; Thyrotropin receptor (Homo sapiens), P16473; TSHR-expressing cells, TSH-stimulated cAMP HTRF, 2 h; active compounds read low; activity change, negative = inhibition, % at 11.5 µM; actives 0.2% (n = 330,000);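 active = activity change below a set negative limit, meaning inhibition stronger than a set level, cut at about -70% in these data; inconclusive = activity change between two set negative limits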; also: % is scaled to controls: 0 for no effect and ±100 for the full control effect
#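 Antagonism was scored as loss of TSH-driven cAMP in TSHR cells, stimulated with 4nM TSH (EC80) for 2 hours at 37 deg C and detected by homogeneous HTRF competition immunoassay.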
# TCR activator: Activators of T cell receptors: qHTS campaign; primary human leukocytes, anti-CD3, IL-2 HTRF, 48 h; Potency, µM (highest dose often 9.22 µM), without a hit: top-dose activation of IL-2 secretion, actives largely listed as activators; AID 504894, 2011; 330,000 tested, under 10 active; also: % of control where 0% means no effect
#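 Readout: HTRF IL-2, Eu-cryptate/d2 antibody pair, 320nm excitation, 665nm emission. Stimulus: a-CD3 beads, no co-stimulation. Cells: primary human leukocytes. Exposure: 48 hr with compound.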
# B2AR arrestin: qHTS assay of beta-arrestin-biased ligands of beta2-adrenergic receptor | actives 0.02% (n = 330,000) | beta-arrestin recruitment to beta2AR, cell-based reporter | Beta-2 adrenergic receptor (Homo sapiens), P07550 | Potency, µM (series often up to 46.1 µM), without a hit: at the highest dose activation, actives largely listed as activators;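 also: potency is read from the fitted curve at half-maximal effect; 0% = DMSO controls and full agonism = EC100 isoproterenol or metaproterenol; nearly all actives have a fitted effect of over 65% in size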
# ELG1 DNA repair: qHTS screen for small molecules that inhibit ELG1-dependent DNA repair in human embryonic kidney (HEK293T) cells expressing luciferase-tagged ELG1 | Potency, µM (highest dose often 46.1 µM), for the others: top-dose activity change, negative = inhibition, most hits filed as inhibitors | HEK293T ELG1-luciferase reporter, luminescence, 16 h; DNA damage induced by 5-fluorouridine | actives 2.3% (n = 330,000); also: potency is read from the fitted curve at half-maximal effect; % is scaled to controls: 0 for no effect and ±100 for the full control effect; nearly all actives have a fitted effect of over 55% in size
#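 Overnight (16 hr) co-exposure of 2,000 cells/well to 5-fluorouridine and compound at 37 °C preceded detection. Luciferase was quantified via ONE-Glo luminescence; loss of signal denotes inhibition.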
# PTAP TSG101 blk: qHTS Assay for Iinhibitors of HIV-1 Budding by Blocking the Interaction of PTAP/TSG101; Tumor susceptibility gene 101 protein (Homo sapiens), Q99816; Fluorescence polarization, FITC-PTAP peptide / Tsg101 binding; Potency, µM (titrated, usually from 115 µM), for the others: at the highest dose activity change, negative = inhibition, usual class: inhibitors; 340,000 tested, under 10 active; active = well fitted inhibition curve with a large enough effect in the main read-out, with a control signal flat, not every such curve was filed as active; inconclusive = small, poorly fitted or top-dose-only effect, or effect the other way, or a change in a side signal; inactive = no such curve, though single readings can be large or run the other way; also: potency is read from the fitted curve at half-maximal effect; % of control where 0% means no effect
# Target sequence (Q99816 whole entry, looked up): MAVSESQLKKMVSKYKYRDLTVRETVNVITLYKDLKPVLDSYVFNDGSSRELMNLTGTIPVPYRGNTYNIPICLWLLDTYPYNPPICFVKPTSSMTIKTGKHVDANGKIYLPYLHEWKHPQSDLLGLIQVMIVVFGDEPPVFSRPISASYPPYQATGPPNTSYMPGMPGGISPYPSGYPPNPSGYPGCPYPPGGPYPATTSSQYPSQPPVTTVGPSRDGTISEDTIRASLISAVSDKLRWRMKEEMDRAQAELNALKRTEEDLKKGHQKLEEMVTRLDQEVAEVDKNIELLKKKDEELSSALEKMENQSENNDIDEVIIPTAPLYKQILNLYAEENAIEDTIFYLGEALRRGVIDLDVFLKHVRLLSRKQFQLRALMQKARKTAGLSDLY
#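 Tsg101 binding domain (10 uM final) was mixed with compound and a FITC-labeled PTAP peptide (50 nM final) in HEPES pH 7.5 buffer with NaCl, Tween 20, EDTA and TCEP; fluorescence polarization was read after 20 min at r.t.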
# Mito fusion yeast: qHTS Assay for Small Molecule Inhibitors of Mitochondrial Division or Activators of Mitochondrial Fusion; S. cerevisiae fusion-defective mutant growth rescue, CellTiterGlo 48 h; Potency, µM (titrated, usually from 46.1 µM), for the others: top-dose growth rescue (activation), actives largely listed as activators; actives 0.23% (n = 320,000);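 also: potency is read from the fitted curve at half-maximal effect; % of control where 0% means no effect; nearly all actives have a fitted effect of over 45% in size; temperature-sensitive fusion mutants such as fzo1-1 at 37 °C on non-fermentable ethanol glycerol medium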
#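 Growth-rescue viability read-out: after 48 h at the non-permissive 37C in glycerol/ethanol YPEG, yeast mitochondrial fusion mutants are measured by CellTiterGlo luminescence; compounds (23 nl pinned per well) restoring growth score as division inhibitors or fusion activators.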
# * hit, by the source's call; ? = inconclusive; . = no result given; [ ] = another dose, or the depositor's remark. Unless noted, calls follow the shape of the dose curve; as a rule, active = well fitted curve in the direction sought with a large enough effect; inconclusive = small, poorly fitted or top-dose-only effect, or another doubt; inactive = no such curve, though single readings can be large; an effect the other way counts as inactive or inconclusive.
SMILES,Chronic BCR inh,USP2a inh,uPA surface inh,Tb PFK block,Eya2 inh,TSHR antag,TCR activator,B2AR arrestin,ELG1 DNA repair,PTAP TSG101 blk,Mito fusion yeast
C#CCOCCOCCOCCNc1nc(N2CCN(C(=O)CCCCCCCCCCNC(=O)Cn3cc(CCCCCN)nn3)CC2)nc(N2CCN(C(=O)CCCCCCCCCCNC(=O)Cn3cc(C[C@@H](C)O)nn3)CC2)n1,?,-14%,-11%,-16%,-29%,-1,0%,0.4%,4%,.,-14%
Cc1cc2[nH]c(=O)c3ccccc3n2n1,-11%,-3%,-3%,-5%,0%,-2,.,-1.8%,-1%,-6%,0%
CN(C(=O)CSc1nc2cc(Cl)ccc2c(=O)n1Cc1ccco1)C1CCS(=O)(=O)C1 (configuration not stated),?,1%,-16%,-3%,0%,-7,0%,0.7%,?,-6%,3%
CCc1nnc(NC(=O)CSCc2cc(=O)n3cc(C)sc3n2)s1,0%,5%,-1%,1%,-3%,1,-8%,-1.1%,-1%,-6%,0%
COC(=O)c1ccc(NC(=O)COC(=O)CSc2nc(C)cc(C)n2)cc1,-21%,1%,10%,1%,4%,-6,1%,-0.2%,-1%,-4%,5%
COCCN1Cc2cccc(C(=O)NCCCN3CCCC3=O)c2C1=O,-1%,0%,4%,3%,-1%,14,1%,-1.2%,7%,3%,-2%
COc1ccc(-c2noc(CSc3nc4ccccc4c(=O)n3-c3ccccc3)n2)cc1OC,?,-5%,-1%,0%,-21%,-3,-5%,-0.3%,-11%,0%,-1%
N#C/C(=C/c1ccc(O)c(O)c1)C(=O)NCc1ccc(Cl)cc1,?,-3%,-15%,?,15%,-14,-3%,-0.2%,-29%,-5%,14%
COc1ccc(C2=NN(C(=O)CCC(=O)O)C(c3ccc(OC)cc3)C2)cc1 (configuration not stated),5%,0%,0%,4%,0%,-15,-1%,0.2%,11%,1%,-1%
COC(=O)C(C(=O)OC)=C(/C=C/C=C/N(C)C)N(C)C,-8%,0%,.,-6%,-7%,12,14%,0.1%,7%,-10%,-4%
Cc1ccc(C2=NN(Cc3nnc(-c4ccccc4)o3)C(=O)SC2)cc1,?,-5%,0%,-2%,-5%,12,-6%[46.1 µM],-0.3%,?,1%,?
CC(NC(=O)c1ccncc1)C(C)(C)C (configuration not stated),13%,1%,.,-1%,15%,6,3%,0.3%,-2%,-2%,6%
O=C(O)/C=C\C(=O)Nc1cc(O)ccc1[N+](=O)[O-],5%,0%,3%,5%,-7%,-7,-1%,-0.7%,4%,-1%,-4%
COc1ccc(Cl)cc1NC(=S)N(CCCN1CCOCC1)Cc1cn(C)c2ccccc12,?,2%,-5%,-26%,-3%,0,-1%,3.5%,-26%,0%,-2%
O=C(OCc1ccccc1)C1=NNC2C(=O)N(c3ccccc3)C(=O)C12 (configuration not stated),4%,5%,-1%,3%,3%,8,2%[46.1 µM],-0.6%,8%,-11%,-3%
COc1ccc(C2C(C#N)=C(N)N(N(C)C)C3=C2C(=O)CCC3)cc1 (configuration not stated),3%,-1%,5%,-6%,-3%,-5,3%,-0.2%,15%,-1%,2%
Cn1c(/C(C#N)=C(\O)COc2ccc3ccccc3c2)nc2ccccc21,0%,8%,11%,2%,9%[15.4 µM],-18,-5%,-0.3%,0%,1%,3%
O=C(CN(c1ccc(Cl)cc1)S(=O)(=O)c1ccc(Cl)c([N+](=O)[O-])c1)NCCc1ccc(F)cc1,0%,6%,9%,4%,-7%,7,2%[46.1 µM],0.4%,1%,1%,-3%
CC(=O)Nc1ccc(S(=O)(=O)N2CCC(C(=O)N[C@@H](Cc3ccccc3)C(=O)O)CC2)cc1,2%,4%,9%,3%,6%,8,-2%,-0.1%,16%,-6%,-11%
CN(C)CCCN(C(=O)c1ccc(C(=O)c2ccccc2)cc1)c1nc2cc3c(cc2s1)OCO3,?,-12%,0%,5%,-12%,-15,4%,-0.2%,-1%,0%,-13%
CCOc1ccc(OCC)c(NC(=O)C2CCN(S(=O)(=O)c3ccc4c(c3)CC(C)N4C(C)=O)CC2)c1 (configuration not stated),?,-18%,2%,-2%,3%,28,-6%,0.1%,?,-9%,8%
Cc1cc(C)n(C(=O)c2ccc(NC(=O)CC(C)C)cc2)n1,-2%,2%,4%,3%,11%,-3,1%,0.1%,16%,-7%,2%
Cc1nc2sc(C(=O)c3ccccc3)c(N)c2c(C)c1C,6%,-1%,1%,-3%,-9%,31,-1%,-0.5%,6%,-3%,1%
CCOc1cc(S(=O)(=O)NC2CC2)c(OCC)cc1-n1cnnn1,-18%,1%,.,2%,-9%,-3,2%,-0.4%,0%,-7%,-4%
COc1cc(OC)cc(C(=O)N[C@H](C(=O)OCC(=O)Nc2cccnc2Cl)C(C)C)c1,-15%,0%,11%,0%,3%,11,3%,-1.1%,?,-6%,2%
COc1ccc(-n2ccnc2SCC(=O)NO)cc1,2%,3%,-7%,-6%,13%,18,-33%,0.5%,14%,-3%,-8%
CC(NS(=O)(=O)c1ccc(OCC(=O)N2CCCC2)cc1)c1ccccc1 (configuration not stated),3%,2%,-1%,1%,11%,-1,8%,0.1%,5%,-2%,3%
CC(=O)c1cccc(NC(=O)C2C3CCC(C3)C2C(=O)O)c1 (configuration not stated),0%,1%,18%,0%,2%,31,4%,0.5%,0%,-6%,1%
Cc1nn(-c2ccccc2)c(Cl)c1C1C(C#N)=C(N)Oc2c1c(C)nn2-c1ccccc1 (configuration not stated),9%,-1%,-4%,-2%,15%,1,4%,0.2%,-1%,-9%,-3%
CCOc1ccc(S(=O)(=O)NCc2ccc3c(c2)OCO3)cc1C,-10%,-6%,25%,0%,-18%,48,-2%,0.2%,6%,-8%,5%
COc1cc(C2c3c(c(C)c(C)oc3=O)Oc3c(C)c(C)oc(=O)c32)ccc1OS(=O)(=O)c1ccc(C)cc1,2%,3%,0%,-4%,1%,-9,-11%,0.2%,1%,0%,-1%
CCOC(=O)CSc1nc2c(c(=O)n(C)c(=O)n2C)n1CCCc1ccccc1,0%,-1%,-3%,-8%,-6%,-6,-27%,-0.8%,15%,-1%,-9%
Fc1ccccc1COc1ccc(-c2nnn(Cc3ccccc3F)n2)cc1,-1%,2%,13%,-2%,-8%,-8,-6%,-0.2%,9%,-2%,3%
COc1ccc(S(=O)(=O)N2CCCN(CC(=O)Nc3ccccc3F)CC2)cc1,-6%,0%,-1%,1%,-23%,1,6%,-0.3%,-9%,-1%,-2%
COc1ccccc1Nc1nc(N)nc(CSC(=S)N2CC(C)CC(C)C2)n1 (configuration not stated),1%,5%,4%,0%,-13%,28,-2%[46.1 µM],-0.3%,?,0%,?
CCc1cc(C(=O)N2CCCC(C(=O)c3cccc4ccccc34)C2)n(C)n1 (configuration not stated),1%,9%,-1%,1%,-6%,-9,-2%,-1.1%,?,-2%,2%
CC(=O)OC(C)CS(=O)(=O)c1ccccc1 (configuration not stated),1%,16%,6%,-1%,-5%,-1,-30%,-0.3%,-15%,-4%,-7%
COc1ccc(C(=O)N/N=C(\C)CC(=O)Nc2ccc3c(c2)OCCO3)c(OC)c1,?,-1%,-2%,4%,-9%,-5,-4%,-0.7%,-4%,-2%,0%
COc1cccc(C(=O)Nc2ccc(C(=O)c3ccccc3)cc2)c1,-2%,-3%,7%,-2%,5%,-27,.,-0.5%,-6%,-6%,16%

# Compounds were not picked by outcome (roughly 3% active in at least one column).
